# Hck Nef HTS: blocks Nef-activated human Hck kinase. P08631. Recombinant Hck-YEEI plus Nef, Z-Lyte FRET kinase assay. inhibition, % at 20 µM. 220,000 tested, 0.68% active;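 active = Hck-Nef kinase inhibition above about 50%, limit read from the data; inactive = inhibition below that limit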;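 note: 0% = DMSO with Hck plus Nef and 100% = Hck alone without Nef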
# Target sequence (P08631 whole entry, looked up): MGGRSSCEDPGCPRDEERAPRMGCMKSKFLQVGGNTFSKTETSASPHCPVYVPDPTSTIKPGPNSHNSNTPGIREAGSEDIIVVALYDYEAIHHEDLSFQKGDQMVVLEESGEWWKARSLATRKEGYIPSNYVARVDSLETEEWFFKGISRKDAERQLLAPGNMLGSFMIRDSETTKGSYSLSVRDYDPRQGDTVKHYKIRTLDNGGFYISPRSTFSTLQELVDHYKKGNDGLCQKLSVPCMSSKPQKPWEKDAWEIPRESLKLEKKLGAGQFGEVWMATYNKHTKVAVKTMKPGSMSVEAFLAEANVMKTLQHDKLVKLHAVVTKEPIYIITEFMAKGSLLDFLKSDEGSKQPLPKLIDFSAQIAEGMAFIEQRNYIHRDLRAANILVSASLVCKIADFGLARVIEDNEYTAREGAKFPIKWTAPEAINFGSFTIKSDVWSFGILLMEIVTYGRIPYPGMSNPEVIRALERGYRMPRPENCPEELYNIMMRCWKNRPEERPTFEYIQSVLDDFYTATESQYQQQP
# p97 inhibitor: inhibitors of human p97 ATPase | inhibition, % at 8 µM | 220,000 tested, 0.42% active | P55072 | recombinant p97 ATPase, Kinase-Glo ATP luminescence, 3 h; in the data active = inhibition above about 15%;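 note: 0% = DMSO vehicle and 100% = wells lacking enzyme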
# NPY-Y1 antag: NPY-Y1 (human) receptor antagonism | P25929 | HEK293-CNG Y1 cells, membrane potential fluorescence; NPY at EC95, then isoproterenol | inhibition, % at 3.6 µM | 200,000 tested, 1% active | AID 1040;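 active = inhibition above the campaign mean inhibition of all tested compounds plus 3 SD, cut at about 20% in these data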;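 note: 0% = DMSO wells given NPY plus isoproterenol and 100% = isoproterenol alone without NPY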
#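 Benchmarks – high control isoproterenol alone, low control NPY with isoproterenol · Material – HEK293 Y1/CNG channel cell line · Times – dye 3 h, compound 60 min room temperature, stimulation 45 min · Probe or stimulus – NPY (25 nM), isoproterenol (1 µM), Ro 20-1724 (25 µM) · Evaluation – % inhibition of NPY effect · Signal – fluorescence, membrane potential probe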
# RBBP9 inh: inhibitors of human serine hydrolase RBBP9. O75884. recombinant RBBP9, FP-Rh probe fluorescence polarization. inhibition, % at 7.94 µM. 220,000 tested, 0.2% active. AID 1515;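 active = inhibition above the campaign mean of all tested compounds plus 3 SD, cut at about 14% in these data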;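 note: plate controls were DMSO wells with RBBP9 for no effect and wells lacking RBBP9 protein for full effect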
# Target sequence (O75884 whole entry, looked up): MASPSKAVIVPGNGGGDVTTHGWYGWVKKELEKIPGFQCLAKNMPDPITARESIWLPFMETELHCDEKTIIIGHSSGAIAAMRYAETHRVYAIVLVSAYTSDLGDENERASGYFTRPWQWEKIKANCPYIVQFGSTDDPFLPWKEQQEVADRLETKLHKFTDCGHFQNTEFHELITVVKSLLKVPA
#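 System: RBBP9 protein | Quantity: 2.5 µM RBBP9 dispensing solution, before mixing | Reagent: FP-Rh probe, 375 nM dispensing solution | Timing: Enzyme-compound preincubation 30 min, then probe labeling 45 min, 25 °C | Measured by: Fluorescence polarization | Read-out: % inhibition | Replication: One well per compound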
# NPY-Y2 PAM-ag: human NPY-Y2 potentiation or agonism, primary screen; P49146; cells expressing NPY-Y2, potentiator/agonist read-out; activation, % at 3.6 µM; 220,000 tested, 0.45% active; in the data active = activation above about 27%;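 note: cells stimulated with NPY near EC25 plus isoproterenol at EC100; 0% = vehicle plus submaximal agonist and 100% = vehicle plus saturating agonist; some results beyond the cut were filed as inactive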
# Target sequence (P49146 whole entry, looked up): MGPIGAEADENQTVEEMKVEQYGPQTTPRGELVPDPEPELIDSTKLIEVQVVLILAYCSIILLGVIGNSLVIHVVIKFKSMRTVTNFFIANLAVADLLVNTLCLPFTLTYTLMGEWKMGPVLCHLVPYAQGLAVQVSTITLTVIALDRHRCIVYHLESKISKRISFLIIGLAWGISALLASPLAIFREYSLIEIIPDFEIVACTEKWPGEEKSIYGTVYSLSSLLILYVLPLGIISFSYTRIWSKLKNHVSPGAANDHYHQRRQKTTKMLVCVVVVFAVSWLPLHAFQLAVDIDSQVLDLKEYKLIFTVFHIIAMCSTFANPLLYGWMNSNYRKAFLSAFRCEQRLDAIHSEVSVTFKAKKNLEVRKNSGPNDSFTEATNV
# Runt-SMMHC FRET: blocks binding of human RUNX1 Runt domain to CBFb-SMMHC | Q01196+Q13951 | inhibition, % at 20 µM | Cerulean-Runt/Venus-CBFb-SMMHC FRET ratio 530/480, 1 h | 220,000 tested, 0.74% active | AID 1434;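 active = mean inhibition across duplicate retests at 20 µM reaching about 50%, limit read from the data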;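 note: 0% = DMSO wells and 100% = wells with excess untagged CBFb-SMMHC; inhibitors lower the FRET ratio by blocking Runt binding to CBFb-SMMHC; some results filed as inactive read as strong as hits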
# Runt-CBFb FRET: blocks binding of human RUNX1 Runt domain to CBFb; 220,000 tested, 0.46% active; Q01196+Q13951; AID 1496; inhibition, % at 20 µM; Cerulean-Runt/Venus-CBFb FRET ratio 530/480, 1 h;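 active = inhibition over about 50% at 20 µM in the single-dose screen, limit read from the data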;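 note: 0% = DMSO wells and 100% = excess unlabeled CBFb competitor control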
#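 System: Cerulean-labeled Runt domain protein | Quantity: 100 nM of each labeled protein | Schedule: 1 h compound exposure, room temperature | Detection: Fluorescence energy transfer, 422 nm excitation, 530/480 nm emission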
# NPY1 pot ag: potentiators or agonists of human neuropeptide Y receptor Y1; P25929; 220,000 tested, 0.37% active; activation, % at 3.6 µM; NPY-Y1 expressing cells, potentiator/agonist activation; in the data active = activation above about 33%, passing the limit was not always enough;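 note: cells stimulated with NPY at EC10 then isoproterenol at EC100; 0% = low agonist plus stimulus and 100% = saturating agonist plus stimulus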
# MDM2 E3 inh: Mdm2 E3 ligase (human) inhibition. Q00987. 210,000 tested, 0.11% active. signal enhancement, % at 5 µM. cell-based MDM2 ubiquitination luciferase reporter, 2 h; 0 = plate control, 100 = twice control, blank-subtracted;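 active = signal enhancement of 30% or more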;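 note: luminescence tracks abundance of the self-degrading MDM2-luciferase fusion protein; higher signal means inhibition of MDM2 E3 ligase activity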
#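 Test system: stable mammalian line carrying autodegrading MDM2–luciferase fusion reporter; quantity: 2000 cells in each well; times: 4 h cell settling then 2 h compound exposure, 37 °C; detection: luminescence with SteadyLite reagent, 15 min at room temperature; evaluation: percent signal gain over controls, blank-subtracted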
# The depositor's hits bear a star; nt = not tested or not shown.
SMILES,Hck Nef HTS,p97 inhibitor,NPY-Y1 antag,RBBP9 inh,NPY-Y2 PAM-ag,Runt-SMMHC FRET,Runt-CBFb FRET,NPY1 pot ag,MDM2 E3 inh
O=C1C2C3C=CC(C4CC34)C2C(=O)N1/N=C/c1ccc(-c2ccc(Cl)cc2[N+](=O)[O-])o1 (centres undefined),-13.0,4.6,3.3,-8.2,-12.2,-0.3,12.1,-22.4,nt
O=C(NCCc1c[nH]c2ccccc12)C(=O)NCC(c1ccco1)N1CCN(c2ccccc2)CC1 (centres undefined),4.6,5.0,3.2,-1.0,-4.0,1.4,1.0,16.0,-6.1
COCCCNC(=S)Nc1c(C)cc(C)cc1C,8.7,7.0,nt,-0.3,-13.8,-2.0,1.1,18.2,3.7
Cc1ccc(C)n1-c1ccc(C(=O)NN=C2CCCC2)cc1,23.1,6.9,0.8,-6.0,4.8,1.0,-0.8,7.9,0.8
NC(=O)C1CCN(S(=O)(=O)c2cccc(C(=O)O)c2)CC1,0.7,-0.7,-4.2,-8.2,-0.8,1.5,-0.3,-6.6,-11.9
Cc1cc(C(=O)CSc2nc(N)cc(N)n2)c(C)n1-c1cccc(C(F)(F)F)c1,3.4,6.7,3.4,-8.8,-5.9,-14.6,14.6,-13.1,0.5
CC(C)(C)c1nnc(N/N=C/c2ccccc2)n(N)c1=O,3.4,0.1,6.8,-7.7,9.1,1.4,0.3,-10.0,-6.5
CN(C)c1ccc(NC(=O)Nc2csc3ccccc23)cc1,-37.4,0.6,nt,19.5*,-6.2,9.0,36.9,0.3,-6.5
CN(C)c1ccc(NC(=O)Cn2ncn3c(cc4ccccc43)c2=O)cc1,2.4,-6.2,-1.8,-5.3,0.1,3.4,-1.8,-7.2,-9.7
Cc1ccc(-c2nnc(CSc3nc4cc5c(cc4cc3C)OCO5)o2)cc1,0.5,5.8,6.2,4.6,15.1,-0.9,-0.6,-8.5,-15.2
O=C(c1cccnc1)N1CCN(CCCc2ccccc2)CC1,1.6,4.3,-11.9,-8.6,14.0,-3.4,0.2,-17.5,-12.1
COc1ccc(/C=C/C(=O)C23CC4CC(CC(C4)C2)C3)cc1CN1CCOCC1,14.0,-2.2,15.1,-0.5,-27.4,-2.3,-0.2,-24.6,-18.4
O=C(Cn1cnc2cc([N+](=O)[O-])ccc2c1=O)NC(=O)NCc1ccccc1,4.5,7.3,nt,-5.2,1.4,-4.9,2.9,2.4,nt
Cc1ccc(C(=O)N2CCN(c3ccc(NC(=O)c4ccc(Br)o4)cc3)CC2)cc1,-19.2,-2.4,-6.3,-9.3,13.5,-3.9,1.8,20.3,-19.2
CCC(CO)NS(=O)(=O)c1cc(-c2nn(C)c(=O)c3ccccc23)ccc1C (centres undefined),20.8,4.8,7.8,4.8,4.0,-1.1,0.1,9.7,7.1
CCOC(=O)CSc1nnc(CSc2nc3ccccc3c(=O)[nH]2)n1-c1ccccc1,0.3,1.1,-2.7,-11.8,1.6,1.1,-1.8,-6.9,-8.7
CC(C)c1nnc(NC(=O)CCC(=O)NCc2cccs2)s1,-1.9,-0.5,-5.5,-8.5,3.1,1.3,-0.3,-9.4,0.3
Cc1ccc(-c2nc(Nc3ccc(N4CCOCC4)cc3)c3ccccc3n2)cc1,-10.1,15.1*,nt,11.3,36.9,-6.5,0.1,53.2*,-12.4
O=C(CSc1ccccn1)N1CCN(c2ccccc2)CC1,3.5,2.9,-7.1,-2.5,4.6,8.6,11.7,-2.5,-4.7
N#CCCN(Cc1cccnc1)C(=S)NC(=O)C1CC1,21.5,4.2,-1.8,-8.0,0.0,-0.5,-0.2,6.9,-15.2
CCCCNC(=O)NNc1nc(Cl)cc(C)c1C#N,-8.3,0.3,0.6,0.7,10.3,1.7,9.5,7.3,-13.5
COCCNc1cc(NCCOC)c([N+](=O)[O-])cc1[N+](=O)[O-],-1.8,0.8,1.3,-3.1,-3.0,-3.6,1.9,-19.1,-1.2
CCOC(=O)Cc1nnc(NC(=O)C23CC4CC(CC(C4)C2)C3)s1,1.0,0.5,nt,1.4,-14.2,-6.4,0.2,8.2,-19.5
Cc1cc(C)n2cc(CSc3nc4ccccc4[nH]3)nc2n1,-0.8,5.4,-2.2,-5.0,-3.1,1.1,-0.1,-25.3,-10.2
CCc1nnc(NC(=O)c2cccnc2)s1,0.9,4.4,6.0,2.0,6.3,0.8,-2.1,-5.5,-8.0
Cc1cccc(-n2c(O)c(C=Nc3cccc(O)c3)c3ccccc3c2=O)n1,15.2,3.1,nt,-5.2,-1.5,11.0,6.1,8.4,-18.8
CCOP(=O)(Nc1ccc2oc(=O)c3ccccc3c2c1)OCC,28.7,0.8,nt,3.9,-24.0,-1.9,0.5,-11.9,nt
CC(NC(=O)CC1Nc2ccccc2NC1=O)c1ccccc1 (centres undefined),-1.1,3.7,2.0,-8.0,4.2,-0.8,-1.9,15.1,nt
CCSc1nnc2ccc(-c3ccco3)nn12,-4.9,-0.8,-1.4,-2.6,15.1,1.5,6.4,3.0,-7.9
COc1ccc(N=C2C(=O)Nc3c(C)cccc32)cc1,0.2,0.8,0.9,3.4,3.5,0.6,-0.2,17.9,3.8
Cc1cc2nnc(SCC(=O)N(C)C3CCS(=O)(=O)C3)n2c2ccccc12 (centres undefined),-6.8,-3.5,11.2,-5.0,3.1,-1.9,-0.3,3.7,-11.5
O=C(CSc1nnc2c(n1)[nH]c1ccccc12)Nc1ccc(S(=O)(=O)Nc2ncccn2)cc1,18.8,0.3,1.8,-3.6,0.1,-6.9,1.5,-7.0,-14.9
CCOc1ccc(Cl)cc1CSc1n[nH]c(C)n1,-1.3,-0.7,2.1,-4.1,4.9,1.9,0.9,0.8,-11.6
O=C(CN1C2CCCC1CC(NC(=O)c1ccccc1)C2)Nc1nccs1 (centres undefined),7.2,4.0,-7.2,7.5,10.1,2.0,0.2,3.5,-3.8
O=C(CSc1nnc(-c2ccncc2)n1-c1ccccc1)Nc1ccc(C(=O)O)cc1,16.1,7.6,4.8,-3.6,8.2,-7.3,-0.9,-1.8,5.3
CCOC(=O)c1cc(C)sc1/N=C/C1C(=O)CC(C)(C)CC1=O,0.1,-4.6,-0.1,0.9,13.3,9.1,1.8,3.9,-5.5
CCc1ccccc1NC(=O)CN(C)C(=O)CSc1nnc(Nc2cccc(C)c2C)s1,5.1,1.4,3.5,-4.5,6.1,-1.6,-6.0,16.1,4.2
CCNC(=S)NNC(=O)c1ccncc1,14.4,0.1,0.1,-14.7,2.7,0.1,1.2,-1.8,-16.6
O=C(C1CC1)N1CCc2cc(S(=O)(=O)NCCC3=CCCCC3)ccc21,-0.7,-10.6,14.0,-11.9,-31.5,-5.5,nt,-52.3,-6.2
Cc1cc(C)c2c(N)c(C(=O)NN3CC(=O)N(c4ccccc4F)CC3=O)sc2n1,10.8,-9.3,-2.1,0.2,2.4,8.1,6.0,-10.8,-1.9
Cc1ccsc1C(=O)Nc1ccccc1N1CCOCC1,-1.4,-0.6,9.4,-0.3,-17.5,-7.6,1.4,-5.5,-7.4
CC(C)CNC(=O)COC(=O)c1cccc(S(=O)(=O)NCC(F)(F)F)c1,5.9,-1.8,nt,-2.1,0.7,6.7,1.0,4.9,nt
N#Cc1cccc(NC(=O)COC(=O)c2ccc3c(=O)n4c(nc3c2)CCC4)c1,20.2,3.0,-8.0,-4.7,7.6,-1.2,2.0,2.5,-9.7
COC(=O)Cc1ccc(NC(=S)NCc2ccccc2OC)cc1,13.7,-3.3,2.3,-8.0,-14.2,nt,nt,-0.9,-4.8
CCSC1=NC(=O)/C(=C2/C=Cc3ccccc3N2CC)S1,-0.5,-2.9,-8.9,-1.2,0.8,-3.2,-7.1,17.8,-6.5

# Full records as entered above.
# `Cc1cc2nnc(SCC(=O)N(C)C3CCS(=O)(=O)C3)n2c2ccccc12` (centres undefined) across the screens: Hck Nef HTS = -6.8; p97 inhibitor = -3.5; NPY-Y1 antag = 11.2; RBBP9 inh = -5.0; NPY-Y2 PAM-ag = 3.1; Runt-SMMHC FRET = -1.9; Runt-CBFb FRET = -0.3; NPY1 pot ag = 3.7; MDM2 E3 inh = -11.5
# `CCC(CO)NS(=O)(=O)c1cc(-c2nn(C)c(=O)c3ccccc23)ccc1C` (centres undefined) across the screens: Hck Nef HTS = 20.8; p97 inhibitor = 4.8; NPY-Y1 antag = 7.8; RBBP9 inh = 4.8; NPY-Y2 PAM-ag = 4.0; Runt-SMMHC FRET = -1.1; Runt-CBFb FRET = 0.1; NPY1 pot ag = 9.7; MDM2 E3 inh = 7.1

# The list continues:
SMILES,Hck Nef HTS,p97 inhibitor,NPY-Y1 antag,RBBP9 inh,NPY-Y2 PAM-ag,Runt-SMMHC FRET,Runt-CBFb FRET,NPY1 pot ag,MDM2 E3 inh
C/C(=N\NC(=O)c1ccc(-c2ccccc2)cc1)c1cccc(N)c1,25.9,1.9,3.5,6.1,-2.4,-2.5,0.4,-10.2,0.3
NCCCCCc1nnc(SCC(N)=O)o1,6.4,-0.8,-3.0,-5.3,-10.8,3.8,0.8,-1.1,-15.1
O=C(O)C1CC=CCC1C(=O)NCc1ccc2c(c1)OCO2 (centres undefined),2.0,-3.1,-4.3,0.8,2.5,-1.4,-1.1,-18.2,2.9
COc1ccc(C(CC(=O)N2CCOCC2)C(C)C)cc1 (centres undefined),0.0,-1.9,-5.6,-4.4,2.7,-0.7,nt,-7.8,26.3
Cc1ccc(NCC(=O)N/N=C/c2cc3ccccc3nc2Cl)cc1,3.5,4.1,5.7,-4.5,-18.1,-2.8,-4.8,-0.3,-17.4
CCCCCC(=O)Nc1c(-c2cccs2)c(=O)c2ccccc2n1C,4.1,4.5,-5.4,0.9,-0.9,-2.3,1.5,-9.8,-4.0
COc1ccc(CN2CCOCC2)cc1OC,-15.0,7.7,-4.1,-0.5,9.8,4.1,-1.3,3.1,nt
COc1ccc(C(=O)NC(Nc2ccccc2)C(Cl)(Cl)Cl)cc1 (centres undefined),-0.3,-3.7,-3.2,-7.5,-11.6,-2.7,nt,6.8,2.4
Cc1ccc2nc(N(CCCN(C)C)C(=O)c3cc4ccccc4oc3=O)sc2c1,-3.0,-2.9,3.6,-8.6,5.9,-2.1,-2.7,-3.3,-2.9
COc1cc(C2CC(=O)C3=C(C2)Nc2ncnn2C3c2cccs2)cc(OC)c1OC (centres undefined),13.7,-2.1,nt,-4.5,-4.7,31.5,26.5,-23.7,-4.3
Cc1c(/N=C/c2ccco2)n(Cc2ccccc2)c2ccccc12,-0.4,-2.4,10.9,-2.6,6.2,-8.6,-2.7,-5.2,-8.5
O=C(COc1ccccc1)N/N=C/c1ccc(O[C@@H]2O[C@H](CO)[C@@H](O)[C@H](O)[C@H]2O)cc1,1.8,4.5,7.1,-6.9,15.5,-39.4,0.5,7.8,-1.4

# This is a random part of the collection, and some 3.5% of all compounds hit somewhere here.
